Screens: PubChem, NCI
Growth percent in the NCI-60 one-dose screen (48 h, 10 µM unless noted): 100 = growth as untreated, 0 = no growth, -100 = all killed.
HL-60(TB): HL-60(TB) leukemia cells. 78,000 compounds, 9% hits. AID 1794776; active = growth percent below 10
An asterisk follows results filed as active; & = joins results of further samples.

SMILES	HL-60(TB)
CC(C)(C)n1cc(-c2ccnc(NCCCNS(=O)(=O)c3cccc(F)c3)n2)c(-c2ccc(Cl)c(O)c2)n1	128
O=C(O)c1ccc(CO)o1	86
CCOC(=O)N1CCN(CCCCCCOc2ccc(Cl)cc2)CC1	72
C=C(C)[C@@H]1CC[C@]2(C(=O)NCCCO)CC[C@]3(C)[C@H](CC[C@@H]4[C@@]5(C)CCCNC(C)(C)[C@@H]5CC[C@]43C)[C@@H]12	34
O=C(Cn1c(=O)sc2ccccc21)NNS(=O)(=O)c1ccccc1[N+](=O)[O-]	95
CS(=O)(=O)Oc1ccc(Cl)c2ccccc12	90
CCCCCCN(CCCCCC)CCC(=O)Nc1ccc(S(=O)(=O)c2ccc(NC(=O)CCN(CCCCCC)CCCCCC)cc2)cc1	80
C[C@]12CCc3sc(-c4ccc(Br)cc4)nc3C1=CC[C@@H]1[C@@H]2CC[C@]2(C)C(=O)CC[C@@H]12	120
Cc1cccc(/C=C2\CN(C(=O)OC(C)(C)C)C/C(=C\c3cccc(C)c3)C2=O)c1	90
Nc1nn(-c2ccccc2)c2nc(=S)[nH]c(-c3ccccc3)c12	102
O=C1CC[C@@H](C(=O)N[C@H]2CSSC[C@@H](C(=O)O)NC(=O)[C@H](Cc3ccccc3)NC(=O)[C@@H]3CCCN3C(=O)[C@@H]3CCCN3C2=O)N1	84
CCCC(=O)c1ccccc1	105
CCCCCCCC(=O)SCC/C=C/[C@@H]1CC(=O)NCc2cccc(n2)C2=N[C@@](C)(CS2)C(=O)N[C@@H](C(C)C)C(=O)O1	20
CCN(CC)c1ccc(/C=C/C(=O)c2ccc(Nc3nc(Nc4ccccc4)nc(Nc4ccccc4)n3)cc2)cc1	46
Cc1ccccc1NC(=O)N=Nc1c(O)[nH]c2ccccc12	94
Cn1cccc1C(=O)C1C(c2ccc(Cl)cc2)C2C3CCCCC3CN2C12C(=O)Nc1ccc(Cl)cc12 (configuration not stated)	91
C=C(C)[C@@H]1CC[C@]2(C(=O)n3ccnc3)CC[C@]3(C)[C@H](CC[C@@H]4[C@@]5(C)CCC(=O)NC(C)(C)[C@@H]5CC[C@]43C)[C@@H]12	61
O=C1NC(=O)C(c2ccccc2)=C1Nc1ccc(C(=O)Nc2ccc(Cl)cc2)cc1	60
C=C1[C@]2(C(=O)OC)C=C(C)C(O)[C@@]1(C)CC1[C@@]3(C)CC[C@H](O)C(C)(C)C3CC[C@]12C (some centres not stated)	82
O=C(COc1cccc2c1N=CCC2)Nc1ccc(C(=O)/C=C/c2ccc(Cl)cc2Cl)cc1	88
O=C(OCC(O)CO)c1c(Cl)c(Cl)c(Cl)c(Cl)c1-c1c2cc(I)c(=O)c(I)c-2oc2c(I)c(O)c(I)cc12 (configuration not stated)	115
CCN(CC)CCOc1ccc(Nc2ncc3cc(-c4ccc(O)cc4)c(=O)n(C)c3n2)cc1	40
CC(=O)[C@H]1[C@H](C)C[C@H]2[C@@H]3CC[C@@H]4CC(=O)CC[C@]4(C)[C@H]3CC[C@@]21C	94
CCCCC(NC(=O)c1cccc(N2C(=O)/C(=C/c3cccc(F)c3)SC2=S)c1)C(=O)O (configuration not stated)	98
O=C(O)/C=C/C=C/c1ccccc1	112&106
O=C1c2c(F)c(F)c(F)c(F)c2C(=O)C1C1CCCCC1	71
Nc1n[nH]c2cccc(C#Cc3cccc(C(=O)Nc4ccc(CN5CCOCC5)c(C(F)(F)F)c4)c3)c12	7.7*
CCn1cnc2c(Nc3ccccn3)nc(Cl)nc21	104
O=NN(c1cccc(C(F)(F)F)c1)c1ccccn1	101
Cc1cc(C)n(-c2nc(-c3no[n+]([O-])c3C)cs2)n1	96
CN(C)Cc1cc(C(C)(C)C)cc(CN(C)C)c1O	118
NS(=O)(=O)Oc1ccc(NC(=O)c2ccccc2)cc1	100
CN(C)Cc1cc(O)c(CN(C)C)cc1O	79&106
CCN(Cc1ccccc1)c1ccc(C(=C2C=CC(=[N+](CC)Cc3ccccc3)C=C2)c2cc(O)c(S(=O)(=O)O)cc2S(=O)(=O)O)cc1	99
Nc1ccc(Oc2ccc(N)c([N+](=O)[O-])c2)cc1[N+](=O)[O-]	72
COc1ccc(Cl)cc1N1CC(c2nc3ccccc3n2Cc2c(F)cccc2Cl)CC1=O (configuration not stated)	53
N#Cc1ncc(Br)c(NC2CCCCCC2)n1	111
CC(C)c1ccc(/C=C/C(=O)NC2CCN(c3nnnn3C)CC2)c(O)c1	103
CCn1c(=S)sc2c(NCc3ccc(Cl)cc3)nc(-c3cccnc3)nc21	74
O=c1[nH]c(=S)[nH]c(=S)[nH]1	105
CCC1(c2ccccc2)SC(N)=NC1=O (configuration not stated)	85
COc1ccc2[nH]c(C(=O)NCc3ccccc3)cc2c1	96
CCOC(=O)/C=C(\C)Nc1ccc(NC(C)=O)cc1	94
Cc1ccc2c(c1)C(=O)C(=O)N2CCCCn1cc(-c2ccccc2)nn1	99
COC(=O)[C@]12CCC(C)(C)C[C@@H]1[C@@H]1NC(=O)C[C@@H]3[C@@]4(C)CCC(=O)NC(C)(C)[C@@H]4CC[C@@]3(C)[C@]1(C)CC2	74
CCOC(=O)/C=c1\sc2n(c1=O)NC1C(N=2)N(CC)C(=O)N1CC (configuration not stated)	101
Cc1[c-]onc1C.Cc1[c-]onc1C.[Ag].[Ag].[NH-]S(=O)(=O)c1ccc(N=Nc2cc(N=Nc3ccc(S([NH-])(=O)=O)cc3)c3c(NC(=O)C(Cl)Cl)cccc3c2OC(=O)C(Cl)Cl)cc1	38
CCCCCCCCn1ccc2cc(NC(=O)Cn3cc(-c4ccc(C)cc4)nn3)ccc21	107
CC(C)(C)c1cc(-c2cc(-c3ccccc3)c3sc(=O)[nH]c3n2)cc(C(C)(C)C)c1O	68
COc1ccc(-c2cs/c(=N\N=C\c3ccccc3F)n2C)cc1	66
O=S(=O)(c1c(F)cccc1F)N1CCN(c2nccc(-c3c(-c4cccc(F)c4)nc4sccn34)n2)CC1	105
Nc1ncnc2c1N=C(c1ccc(Br)cc1)CC(c1cccc(Nc3ccnc4cc(C(F)(F)F)ccc34)c1)N2 (configuration not stated)	38
CC1=C(c2cc(-c3ccc(N(C)C)cc3)n[nH]2)C(c2ccccc2)NC(=S)N1 (configuration not stated)	107
CCCCC(O)Cn1ncc(C(=O)OCC)c1NC(=O)NCc1cccc(C(F)(F)F)c1 (configuration not stated)	96
CC1(C)[C@@H](O)CC[C@]2(C)[C@H]3CC[C@@H]4[C@H]5[C@H](c6cn(-c7ccc(F)cc7)nn6)CC[C@]5(CO)CC[C@@]4(C)[C@]3(C)CC[C@@H]12	86
COc1ccc(-c2nc(/C=N/Nc3cc(C)nc4ccc(Cl)cc34)c(C)o2)cc1	-41*
CC/C(Br)=C(\Br)Cn1cnc2c(OC)ncnc21	83
COc1cc(-c2nn(-c3ccc(NC(=O)NCCNS(=O)(=O)c4ccc(F)cc4)cc3)cc2-c2ccncc2)ccc1Cl	-9.5*
C[C@@]12CC=C3c4nc(Nc5cccc(O)c5)sc4CC[C@]3(C)[C@H]1CC[C@]1(C)C(=O)CC[C@@H]21	46
Cn1cc(Br)c2c3c(ccc21)[C@@H]1C=C[C@H]3O1	58

Five successive compounds out of the list so far, quoted:
SMILES	HL-60(TB)
COc1ccc(-c2nc(/C=N/Nc3cc(C)nc4ccc(Cl)cc34)c(C)o2)cc1	-41*
CC/C(Br)=C(\Br)Cn1cnc2c(OC)ncnc21	83
COc1cc(-c2nn(-c3ccc(NC(=O)NCCNS(=O)(=O)c4ccc(F)cc4)cc3)cc2-c2ccncc2)ccc1Cl	-9.5*
C[C@@]12CC=C3c4nc(Nc5cccc(O)c5)sc4CC[C@]3(C)[C@H]1CC[C@]1(C)C(=O)CC[C@@H]21	46
Cn1cc(Br)c2c3c(ccc21)[C@@H]1C=C[C@H]3O1	58

Next part.
SMILES	HL-60(TB)
COc1ccccc1NCc1cccn1Cc1cccc2ccccc12	104
Cc1ccc(S(=O)(=O)NCC[C@@H]2C[C@H]2c2cc3ccccc3o2)cc1	113
CC(=O)OC1=NC(C)c2c1cc(OC(C)=O)[nH]c2=O (configuration not stated)	53
O=C(CN1CCCCCC1)Nc1nc2ccc(NCc3ccc(Br)cc3)cc2s1	78
COC(=O)C1=C/CCCN(C(c2ccccc2)c2ccccc2)/C=C\1C(=O)OC	95
C=CCOc1c(Cl)cc(Cl)cc1Cl	116
CC1(C)CC(=O)C2=C(C1)N(c1ccc(F)cc1)C(N)=C(C#N)C2c1ccc(Cl)cc1Cl (configuration not stated)	85
CCn1c2c(c(=N)c3c1CCC3)CCCC2	91
COC(=O)c1cc2oc(/C=C3/N=C(c4ccccc4)OC3=O)cc2n1C	93
CCCCN(CCCC)CCCNc1nccc2ccccc12	49
CCOc1ccc(C(CC)Oc2ccc(C(=O)NS(=O)(=O)C(C)(C)C)cc2C(F)(F)F)nc1 (configuration not stated)	102
Cc1nn(-c2ccc(F)cc2)c2ncnc(N)c12	92
CCCNC(=O)CCl	99
C=C1C(=O)O[C@H]2[C@H]1CC/C(Cn1cc(Cc3c[nH]c4ccccc34)nn1)=C\CC[C@@]1(C)O[C@@H]21	-49*
COc1cc(C2CC(c3cccc(Nc4ccncc4)c3)=NN2C=O)cc(OC)c1OC (configuration not stated)	83
CC(=O)n1nc(C(=O)OCC(C)(C)C)c2ccccc21	89
C=C1C(=O)O[C@H]2[C@H]1CC/C(COC(=O)/C=C/c1c[nH]c3ccccc13)=C\CC[C@@]1(C)O[C@@H]21	-19*
COc1cc(OCc2cccc(-c3ccccc3)c2C)cc(OC)c1/C=C/c1ccc(B2OC(C)(C)C(C)(C)O2)cc1	62
O=C(OC1C(OC(=O)c2cccnc2)C(OC(=O)c2cccnc2)C(OC(=O)c2cccnc2)C(OC(=O)c2cccnc2)C1OC(=O)c1cccnc1)c1cccnc1 (configuration not stated)	102&131
Cn1cc(C2=C(c3cccc4ccccc34)C(=O)NC2=O)c2cc(Br)ccc21	107
CC(C)(C)c1ccc(C(=O)Nc2sc3c(c2C(N)=O)CC/C(=N\O)C3)cc1	4.4*
O=C(O)/C=C\c1ccc(OCc2ccccc2)cc1	97
COc1cccc(/C=C2\Oc3cc(OCCN4CCCC4)ccc3C2=O)c1OC	97
COc1ccc2c(c1)c(C(=O)c1nc(-c3c[nH]c4ccc(F)cc34)no1)cn2C	97

An excerpt of these results, with each value named.
C=C1C(=O)O[C@H]2[C@H]1CC/C(Cn1cc(Cc3c[nH]c4ccccc34)nn1)=C\CC[C@@]1(C)O[C@@H]21
  HL-60(TB): -49*
COc1cc(C2CC(c3cccc(Nc4ccncc4)c3)=NN2C=O)cc(OC)c1OC (configuration not stated)
  HL-60(TB): 83
CC(=O)n1nc(C(=O)OCC(C)(C)C)c2ccccc21
  HL-60(TB): 89
C=C1C(=O)O[C@H]2[C@H]1CC/C(COC(=O)/C=C/c1c[nH]c3ccccc13)=C\CC[C@@]1(C)O[C@@H]21
  HL-60(TB): -19*

Following part:
SMILES	HL-60(TB)
FC(F)(F)COCC(F)(F)F	108
COc1cc(C2CC(c3ccccc3)=NN2C(C)=O)cc(OC)c1OC (configuration not stated)	14
Cc1ccc(C2NC(=S)NC=C2C(=O)c2cc3ccccc3oc2=O)cc1 (configuration not stated)	99
CCOc1ccccc1-n1c(C2=C(O)c3ccccc3C2=O)nnc1-c1ccccc1	96
COC(=O)[C@@]1(O)C=Cc2nc3cnccc3c(=O)n21	110
O=C1NC(=O)C(=Cc2cn(C(=O)c3ccc(Cl)cc3)c3ccccc23)C(=O)N1	59
N#CCCCOc1ccc(Cl)cc1Cl	98
CC(=O)N1CCCCCC1=O	76
COc1cc(-c2nnc(SC/C(=N\O)c3ccc(Cl)cc3)o2)cc(OC)c1OC	97
CCCNC(=O)c1cc(NCc2cc(O)ccc2O)ccc1O	45
Cc1ccc(-c2cc(/C=N\O)no2)cc1C	125
COC(=O)C12CCc3cc(OC)ccc3C1=CC(=O)C2 (configuration not stated)	89
CCCCn1c(=O)c(C2CNC(=O)c3ccccc3N2)cc2ccccc21 (configuration not stated)	97
COC1=CC2C(O)c3ccccc3N3C(=O)CCC23C=C1OC (configuration not stated)	86
CCOc1ccc(C(=O)N2CCN(c3nc(-c4ccccc4)cc(=O)n3C)CC2)cc1	87
FC(F)(F)c1ccc(-c2ccc(C3CC3)o2)cc1	108
C#C[C@]1(O)CC[C@H]2[C@@H]3CC=C4c5sc(Nc6cc(OC)ccc6OC)nc5CC[C@]4(C)[C@H]3CC[C@@]21C	-5.2*
CN([N-]C(=O)CC(=O)[N-]N(C)C(=S)c1ccccc1)C(=S)c1ccccc1.[Cu+2]	-16*
O=C(CSc1nnc(-c2ccc(Cl)cc2)n1-c1ccccc1)Nc1ccc(C(=O)/C=C/c2ccc(Cl)cc2)cc1	85
O=C(c1ccc(Cl)cc1)N1CCN(c2ccnc3cc(Cl)ccc23)CC1	102
COc1ccc(-c2cc(-c3cc(Cl)cc(Cl)c3Cl)[nH]n2)cc1	86
O=C1c2ccccc2C(Cl)(c2ccc(Cl)cc2)c2ccc(Cl)cc21 (configuration not stated)	101
NC(=O)c1c(N)n[nH]c1CC(=O)O	91

An excerpt (hit frequency here may not be typical).
